Screening results: PubChem BioAssay, Broad Institute
E-sel inducer: E-selectin induction on HUVECs. HUVEC E-selectin immunofluorescence imaging; normalized: neutral wells 0, TNF-alpha wells 100. activation, % at 7.58 µM. 260,000 compounds, 0.37% hits. P16581;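 active means mean E-selectin-positive cell signal at least 10% of the positive control, reached in at least 60% of replicates, without over 20% cell loss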;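 further: in these data hits start at about 27%; measured in HUVEC primary endothelial cells; signal is the percent of cells scored E-selectin positive by PE staining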
Target sequence (P16581 whole entry, looked up): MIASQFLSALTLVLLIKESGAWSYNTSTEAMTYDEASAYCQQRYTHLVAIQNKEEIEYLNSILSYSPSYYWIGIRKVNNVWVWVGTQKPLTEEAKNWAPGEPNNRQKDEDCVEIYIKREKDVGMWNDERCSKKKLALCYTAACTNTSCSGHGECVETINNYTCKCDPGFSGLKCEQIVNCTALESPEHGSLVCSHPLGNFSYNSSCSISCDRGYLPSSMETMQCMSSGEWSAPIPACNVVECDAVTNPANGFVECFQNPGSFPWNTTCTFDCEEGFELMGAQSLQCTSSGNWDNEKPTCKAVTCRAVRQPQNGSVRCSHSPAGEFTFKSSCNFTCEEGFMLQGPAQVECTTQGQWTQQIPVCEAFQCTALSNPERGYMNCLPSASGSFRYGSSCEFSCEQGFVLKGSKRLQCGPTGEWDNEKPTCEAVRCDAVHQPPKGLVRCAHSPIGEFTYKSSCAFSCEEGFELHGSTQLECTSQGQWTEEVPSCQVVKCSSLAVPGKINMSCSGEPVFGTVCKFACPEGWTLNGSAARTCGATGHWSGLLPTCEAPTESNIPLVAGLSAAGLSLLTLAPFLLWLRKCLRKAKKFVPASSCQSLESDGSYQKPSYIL
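assay system = HUVEC, human umbilical vein endothelial cells | input = 3,000 HUVEC seeded per well | medium = EGM-2 growth medium on 0.1% gelatin-coated wells | dosing = one compound dose added by pin transfer | signal = immunofluorescence imaging | read-out basis = % PE-positive cells | control set = TNF-alpha, DMSO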
RAD52 inh: RAD52 (human) annealing inhibition; recombinant RAD52 DNA annealing, FRET fluorescence; 360,000 compounds, 0.46% hits; P43351; AID 651710; inhibition, % at 18.7 µM;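 active means every replicate showing at least 50% inhibition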
Target sequence (P43351 whole entry, looked up): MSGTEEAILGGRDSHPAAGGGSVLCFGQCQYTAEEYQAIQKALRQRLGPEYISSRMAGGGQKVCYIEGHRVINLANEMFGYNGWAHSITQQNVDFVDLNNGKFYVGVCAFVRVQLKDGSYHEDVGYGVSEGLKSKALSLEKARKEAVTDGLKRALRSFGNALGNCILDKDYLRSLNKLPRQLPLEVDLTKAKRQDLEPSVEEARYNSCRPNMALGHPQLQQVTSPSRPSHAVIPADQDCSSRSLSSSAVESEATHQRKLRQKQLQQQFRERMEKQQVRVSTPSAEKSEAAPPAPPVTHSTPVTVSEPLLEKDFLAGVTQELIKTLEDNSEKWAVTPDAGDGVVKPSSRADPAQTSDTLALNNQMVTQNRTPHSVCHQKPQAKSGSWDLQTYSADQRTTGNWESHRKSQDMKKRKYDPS
PglD inh: inhibitors of Campylobacter jejuni PglD acetyltransferase. purified PglD enzyme, DTNB colorimetric CoA detection. inhibition, % at 12.5 µM. 360,000 compounds, 0.098% hits. AID 602405; in the data active means inhibition above about 16%, passing the limit was not always enough; further: strong numbers were not always called active
ERAP1 HTS inh: blocks human ERAP1 aminopeptidase activity; recombinant ERAP1, Leu-AMC fluorescence, 60 min; inhibition, % at 10.7 µM; 340,000 compounds, 0.15% hits; AID 652197;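 active means mean replicate inhibition of at least 30%, or all replicates individually reaching that 30% level; inactive means mean below 30% and not every replicate reaching it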;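 further: 0% = neutral control wells and 100% = L-leucinethiol positive control wells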
RAD54 inh: inhibitors of human RAD54 branch migration. Q92698. RAD54 Holliday junction branch migration, FAM/BHQ fluorescence. inhibition, % at 10.4 µM. 360,000 compounds, 0.14% hits;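 active means mean normalized replicate activity at least 40 and at least half of replicates scoring 40 or more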;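 further: 0% = median of neutral control wells and 100% = median of positive control wells; inhibitors cause a drop in the FAM fluorescence signal; in these data hits start at about 50%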
PGC1a acetyl inh: modulators of PGC1a acetylation. U2OS PGC1a acetylation, AlphaScreen anti-acetyl-lysine; with virally co-expressed GCN5 acetyltransferase. 350,000 compounds, 0.17% hits. AID 651687. inhibition, % at 15.6 µM;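 active means every replicate shows inhibition of at least 40%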;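 further: 0% = neutral control wells and 100% = positive control wells; some results beyond the cut were filed as inactive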
miR122 inh: blocks miR-122 activity in Huh7 sensor cells; 340,000 compounds, 0.3% hits; Huh7 miR-122 Renilla luciferase sensor, 48 h; neutral wells = 0, positive control = 100; AID 602342; activation (reporter increase), % at 12.5 µM;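 active means mean replicate activation score at least 90 and every replicate individually at or above 90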;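 further: higher luciferase means less miR-122 activity so hits act as miR-122 inhibitors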
Cneo AK release: causes C. neoformans cell lysis; 360,000 compounds, 0.2% hits; adenylate kinase release luminescence, 4 h; normalised: neutral wells 0, clomiphene wells 100; lysis activity, % at 15 µM;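 active means mean lysis activity across replicates of at least 80%, whatever share of replicates individually reach that level; inactive means mean lysis activity below 80%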
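Material – Cryptococcus neoformans yeast cells · Quantity – 5 × 10^6 yeast cells/mL · Buffer or medium – YPD medium · Compound – single dose · Timing – 4 h static compound exposure, 37 °C, read 1 h post-reagent · Signal – adenylate kinase release luminescence · Read-out basis – lysis from increased AK signal · Benchmarks – Clomiphene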
Starred values were filed as active, the others as inactive; x = not tested or not shown; & = joins results of further samples; [ ] = remark or other dose.

SMILES	E-sel inducer	RAD52 inh	PglD inh	ERAP1 HTS inh	RAD54 inh	PGC1a acetyl inh	miR122 inh	Cneo AK release
Nc1nc(Br)c2ccccc2c1-c1ccccc1	x	-5.0	-2.9	-1.4	-1.9	7.1	5.7	4.1
CCc1nc2ccc(C(=O)NCc3ccc(OC)cc3)cn2c1N(CC)CCOC	-3.1	-14.8	-5.2	7.3	1.1	11.9	0.6	0.0
C[C@H]1CN([C@@H](C)CO)S(=O)(=O)c2ccc(C#CC(C)(C)O)cc2O[C@@H]1CN(C)Cc1ccncc1	-0.3	-0.6	-0.9	-2.0	-2.3	-9.0	8.0[16.7 µM]	1.2
COCCCNC(=O)CSc1nc2ccccc2c(=O)n1CCc1ccc(S(N)(=O)=O)cc1	1.2	2.7	4.3	5.1	3.3	-6.0	-1.0	0.6
O=C(c1ccc2c(c1)CCN2S(=O)(=O)c1ccccc1)N1CCN(c2ccc(F)cc2)CC1	x	-9.4	0.8	-1.1	3.4	8.3	-3.1	0.5
Cc1ccc(S(=O)(=O)N2C[C@@H]3c4ccccc4N(S(=O)(=O)c4ccc(C)cc4)[C@@H]3[C@@H](C)C2CC(=O)c2ccccc2)cc1 (stereo not given in full)	0.7	6.2	-2.4	-4.0	-1.5	x	x	-1.2
COc1ccc(S(=O)(=O)N2CCOC2CNC(=O)C(=O)NCCCc2ccccc2)cc1 (stereo not given)	0.1	-13.3	6.4	3.4	10.6	2.2	x	3.7
Cc1cc(C(=O)Nc2cccc3c2O[C@H](CN(C)Cc2ccc(C(=O)O)cc2)[C@H](C)CN([C@H](C)CO)C3=O)n(C)n1	-0.4	13.9	2.4	-0.7	-3.4	6.6	-0.4[16.7 µM]	-2.7
O=C(O)c1ccc(Nc2cccc(F)c2)c([N+](=O)[O-])c1	x	-4.7	-0.2	3.8	1.4	-12.4	1.9	0.0
COC(=O)c1sccc1NC(=O)c1c(Cl)cnn1C	-0.3	-1.5	-6.4	4.0	-1.8	x	x	0.4
Cc1cc(NC(=O)c2cc(-c3cccc(OCC(C)C)c3)nc3ccccc23)no1	2.0	-17.1	2.3	-3.9	-7.7	x	x	2.0
C[C@H]1CN([C@@H](C)CO)C(=O)CCCn2cc(nn2)CO[C@@H]1CN(C)S(=O)(=O)c1ccccc1C#N	0.4	-9.5&7.3	x	-1.3&-0.1	x	-13.8&3.8	-7.2	x
Cc1noc(C)c1NC(=O)N(C)C[C@@H]1Oc2c(NC(=O)NC3CCCCC3)cccc2C(=O)N([C@H](C)CO)C[C@@H]1C	-0.1	14.1	4.5	-2.5	-0.6	7.9	3.0[16.7 µM]	-4.3
CNC(=S)N1N=C(c2ccccc2)CC1c1ccc(Br)cc1 (stereo not given)	x	x	-2.7	x	6.7	x	5.1	1.2
CC(=O)NC1CC2CCCC(C1)N2S(=O)(=O)c1cccc(F)c1 (stereo not given)	x	x	5.7	x	2.1	8.6	1.2	1.3
Cc1cc(C)c2ccc(C(=O)O)nc2c1O	x	x	-3.4	x	-19.1	-5.5	-7.3	8.9
CCN(CC)C(C)C(=O)NCC1(c2ccccc2)CCOCC1 (stereo not given)	0.8	x	0.2	x	-2.3	-15.1	-2.9	1.1
NCCCC[C@@H](C(=O)N1CCNCC1)n1cc([C@@H](N)CC(N)=O)nn1	-0.1	-4.8	0.8	-2.0	-1.1	x	x	-0.5
CN(C)C(=O)c1ccc(-c2ccc([C@H]3[C@@H](C#N)N(C(=O)C4CCC4)[C@H]3CO)cc2)cc1	-0.5	-3.8	3.0	0.6	-10.6	16.9	x	-4.9
O=C(Nc1ccc(-c2cn3ccccc3n2)cc1)c1ccc(Cl)cc1	x	x	-0.9	x	-2.8	5.8	-0.4	7.5
CC(=O)NC1C(O)OC(CO)C(O)C1O (stereo not given)	-1.6	-12.2	-5.3	-2.0	0.9	3.3	-2.6	2.8
O=C(C[C@@H]1C[C@H]2c3cc(NC(=O)C4CCOCC4)ccc3O[C@H]2[C@@H](CO)O1)NC1CCCCC1	-0.1	-2.8	0.0	-1.4	4.9	-0.5	-3.9[16.7 µM]	-4.3
COc1ccc(CCNC(=O)COC(=O)c2cccn2C)cc1	-0.1	-15.3	5.4	-5.8	2.9	20.7	-3.8	-0.2
CN(Cc1ccccc1)C(=O)c1nc2ccccn2c1CNCCCOc1cccnc1	1.5	-28.5	-1.5	-0.5	-11.5	2.1	0.9	-0.7
CCC(=O)c1cn(CC(=O)Nc2cc(C)ccc2C)c2ccccc12	x	-11.6	0.5	-1.9	6.6	x	x	-1.3
O=C(CSC(=S)N1CCCC1)NCC(=O)Nc1ccc(F)c(F)c1	12.5	-2.4	-1.5	0.1	3.5	x	-3.9	0.7
CN1c2ccc(-c3ccccc3F)cc2[C@@H]2[C@@H](CCN2C(=O)c2cccc(F)c2)[C@@H]1CO	-0.3	x	4.3	x	-3.4	-28.2	7.2[16.7 µM]	-20.5
O=C(Nc1ccccc1)Nc1ccc(Br)c(Cl)c1	x	x	5.7	x	-7.9	1.0	4.8	2.1
Cc1oc(-c2cccc(Cl)c2)nc1CS(=O)(=O)CC(=O)NCCCN1CCOCC1	0.2	-7.2	-8.6	4.4	-2.7	-9.1	0.1	-0.6
CSc1nc(S(=O)(=O)c2ccc(C)cc2)c(N2CCOCC2)s1	-0.1	0.1	3.5	0.5	-3.4	-10.2	5.9	-0.6
COc1ccc(-n2c(SCC(=O)O)nc3sc4c(c3c2=O)CCC4)cc1	-1.7	-9.6	-0.2	-2.7	-2.3	-8.8	2.5	-0.2
CNC[C@@H]1OCCCC[C@@H](C)Oc2ccc(NC(=O)NC3CCCCC3)cc2C(=O)N([C@@H](C)CO)C[C@H]1C	-0.3	-10.4	1.5	-0.2	5.3	1.9	1.6[16.7 µM]	0.0
COc1ccc(CCNC(=O)c2c(O)c3c([nH]c2=O)CCCC3)cc1OC	x	x	5.3	x	-0.9	-1.7	-5.3	0.7
Cc1nn(Cc2cccc(F)c2)c(C)c1NC(=O)c1ccc(COc2ccccc2Cl)cc1	x	x	-3.4	x	-4.9	7.7	-11.7	0.1
Cc1ccccc1-c1ccc2c(c1)O[C@H](CN(C)CC1CC1)[C@H](C)CN([C@@H](C)CO)S2(=O)=O	-1.9	21.2	-0.8	-2.0	-3.4	-8.5	7.5[16.7 µM]	54.5
Cc1cc(C(=O)Nc2ccc(Br)cc2)c2ccccc2n1	0.5	2.5	-0.7	4.0	-10.4	x	-1.5	1.0
O=C(CSc1nccn(-c2ccc(Br)cc2)c1=O)NCc1ccccc1	0.1	-10.3	10.6	2.9	-0.5	-30.8	-10.0	-3.7
CCNC(=O)C[C@@H]1CC[C@H]2[C@@H](COC[C@@H](O)CN2C(=O)c2cccnc2)O1	0.1	-9.6	0.1	1.8	-6.5	-4.6	-1.8[16.7 µM]	-3.0
Cn1cccc1C(=O)NC(=O)COC(=O)c1ccc(S(C)(=O)=O)c([N+](=O)[O-])c1	x	x	-1.2	x	2.2	x	3.5	0.1
CCCC(=O)Nc1ccc(Cl)c(NC(=O)CC)c1	x	x	-4.1	x	0.1	1.8	-7.4	-0.6

Grouped by structure, those above with a nitro group on carbon
SMILES	E-sel inducer	RAD52 inh	PglD inh	ERAP1 HTS inh	RAD54 inh	PGC1a acetyl inh	miR122 inh	Cneo AK release
O=C(O)c1ccc(Nc2cccc(F)c2)c([N+](=O)[O-])c1	x	-4.7	-0.2	3.8	1.4	-12.4	1.9	0.0
Cn1cccc1C(=O)NC(=O)COC(=O)c1ccc(S(C)(=O)=O)c([N+](=O)[O-])c1	x	x	-1.2	x	2.2	x	3.5	0.1

Next records:
SMILES	E-sel inducer	RAD52 inh	PglD inh	ERAP1 HTS inh	RAD54 inh	PGC1a acetyl inh	miR122 inh	Cneo AK release
CC1CCN(CC(O)COc2ccc(OCC(O)CN3CCC(C)CC3)cc2)CC1 (stereo not given)	x	-3.0	3.5	-0.7	-15.4	x	-1.1	-9.1
Cc1nn(CC(=O)O)c(C)c1NC(=O)c1cccs1	0.1	-16.7	5.1	-4.2	6.2	15.5	2.6	-3.8
C[C@@H]1CN([C@H](C)CO)C(=O)Cc2cc(NC(=O)Cn3cnnn3)ccc2O[C@H]1CN(C)Cc1ccccc1	-0.2	11.3	-5.2	-2.2	-4.2	x	-7.3[16.7 µM]	-6.2
COc1ccc(-n2nc3c(c2NC(=O)COc2ccccc2)CS(=O)C3)cc1 (stereo not given)	-0.1	-18.2	5.6	0.1	-5.3	x	x	-0.4
CCOC(=O)C1CCN(C(=O)Cn2nc(C)n3c(cc4cc(F)ccc43)c2=O)CC1	x	-14.8	x	0.7	x	2.7	-0.6	x
C=CCNC(=O)/C(=C\c1ccco1)NC(=O)c1ccco1	x	-11.1	-0.3	0.8	-9.7	-8.5	3.0	-13.5
CN(CC(=O)Nc1ccccc1Cl)CC(=O)N(C)c1c(N)n(Cc2ccccc2)c(=O)[nH]c1=O	x	-9.2	1.3	-1.9	-1.6	21.4	-0.3	-0.5
Cc1ccc(Nc2cc(C)nc3nnnn23)cc1	x	x	-3.2	x	2.8	-4.9	-1.4	-0.5
CCC(C)[C@H](NC(=O)[C@H](Cc1ccccc1)n1c(=O)[nH]c2ccccc2c1=O)C(=O)N1CCC[C@@H]1C(=O)O (stereo not given in full)	x	-3.7	0.0	2.0	-2.9	12.3	1.6	3.0
OC[C@H](O)[C@H](O)[C@@H](O)[C@@H](O)[C@@H]1SC(c2ccccc2)=NN1c1ccccc1	x	-4.7	3.0	1.4	10.1	-4.2	0.1	2.2
CCCc1cn(CC[C@H]2CC[C@H](NC(=O)Nc3ccccc3F)[C@@H](CO)O2)nn1	0.0	-3.5	-0.2	0.5	-2.4	-1.5	-8.5[16.7 µM]	8.4
Cc1ccc(C(=O)Nc2ccc3c(c2)OCCO3)c(C)c1	x	-6.5	4.1	0.8	-2.7	9.3	-8.7	-20.1
CCS(=O)(=O)Nc1ccc2c(c1)C(=O)N(C)[C@H]1CC[C@H](CC(=O)N3CCOCC3)O[C@H]1CO2	0.6	4.1	0.1	1.4	2.7	-3.8	2.4[16.7 µM]	-5.1
Cc1cccc2cc(C#N)c(SCC#N)nc12	0.2	-17.3	5.7	-2.2	0.7	-15.3	1.6	13.3
C/C(=N\NC(=O)c1ccc(N2CCCC2=O)cc1)c1ccc(O)cc1O	-0.5	-10.5	0.7	0.9	2.0	x	x	-1.1
CCn1nc(C)c(C2C(C#N)=C(N)OC3=C2C(=O)CC(C)(C)C3)c1C (stereo not given)	x	x	3.8	x	-6.5	-1.0	0.3	0.1
Cc1ccc(OCC(=O)Nc2ccc(N3CCN(C(=O)c4ccc(C)cc4)CC3)cc2)cc1	x	-13.5	-4.0	1.0	-2.1	3.0	1.3	-1.2
COc1ccc(OC)c(S(=O)(=O)N2CCCC(C(=O)NCCN3CCOCC3)C2)c1 (stereo not given)	x	-14.9	2.4	-2.7	12.5	x	-2.6	0.9
O=C(c1ccc(Cl)cc1)N(Cc1ccccc1F)N1C(=O)CCCC1=O	-0.5	-8.7	0.6	x	3.8	1.4	0.6	3.7
CCNS(=O)(=O)c1ccc2c(c1)n(C)c(=O)n2C	x	x	1.3	x	-3.5	-19.4	-1.9	0.3
C[C@@H]1CN([C@@H](C)CO)C(=O)CCCn2nncc2CO[C@@H]1CN(C)C(=O)CCC(F)(F)F	1.5&-0.3	-6.9&-0.6&-1.8	-0.4&1.2&-2.7	-1.0&1.2&4.6	-14.1&-18.8&-2.6	4.2&3.1&-6.2	-4.6	2.6&-3.3&0.8
CN1CCN(C(=O)CCc2ncc(C(F)(F)F)cc2Cl)CC1	x	-6.7	-5.1	-3.7	2.8	x	-3.5	-1.1
